Screening data as filed in PubChem.
PERK inhibitor – block of dimerizer-induced PERK translation repression, primary screen, PERK inhibitor project, CHO PERK-DD cells, SEAP luminescence, HTS. CHO PERK-DD fusion, SEAP luminescence translation reporter. inhibition, % at 5.6 µM. Eukaryotic translation initiation factor 2-alpha kinase 3 (Homo sapiens), Q9NZJ5. 220,000 compounds, 0.17% hits;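 active means inhibition above the mean inhibition of all tested compounds plus 3 SD, set separately per screening campaign, cut at about 2.9% in these data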;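 further: PERK kinase domain activated by AP20187 dimerizer at 100 nM; 0% = DMSO with dimerizer and 100% = rapamycin at 8.4 µM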
TRPML3 ag – human TRPML3 channel agonists, primary screen, cell-based, HEK293 TRPML3-YFP, Fluo-8 calcium fluorescence, 3 µM. 100% = the carbachol control signal. activation, % at 3 µM. 220,000 compounds, 0.29% hits;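 active means activation above its plate's cutoff, the mean activation of the plate's test wells plus 3 SD, cut at about 12% in these data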;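 further: 0% = DMSO only wells and 100% = carbachol wells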
Target sequence (Q8TDD5 whole entry, looked up): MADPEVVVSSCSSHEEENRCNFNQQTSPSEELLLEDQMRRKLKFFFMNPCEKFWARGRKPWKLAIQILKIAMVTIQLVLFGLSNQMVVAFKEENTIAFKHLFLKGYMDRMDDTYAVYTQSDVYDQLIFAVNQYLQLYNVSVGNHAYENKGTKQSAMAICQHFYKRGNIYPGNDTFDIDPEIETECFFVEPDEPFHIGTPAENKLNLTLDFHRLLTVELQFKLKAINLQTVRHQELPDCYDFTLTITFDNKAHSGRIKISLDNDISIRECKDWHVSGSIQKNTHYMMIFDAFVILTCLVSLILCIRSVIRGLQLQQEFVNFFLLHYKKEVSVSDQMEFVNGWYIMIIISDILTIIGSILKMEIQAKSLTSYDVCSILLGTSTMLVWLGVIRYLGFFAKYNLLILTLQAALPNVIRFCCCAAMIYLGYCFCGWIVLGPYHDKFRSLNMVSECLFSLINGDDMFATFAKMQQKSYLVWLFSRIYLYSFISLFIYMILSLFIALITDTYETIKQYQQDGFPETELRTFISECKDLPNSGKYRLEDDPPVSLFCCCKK
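Material: TRPML3-YFP stable HEK293 cells | Dosing: One concentration, 3 µM nominal, 0.3% DMSO | Timing: 125 s total fluorescence read per well | Technique: Fluo-8 calcium dye fluorescence, ex 470-495, em 515-575 nm | Measure: Percent activation from peak-to-basal fluorescence ratio, scaled between DMSO and carbachol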
Ba/F3 V617F tox – reduced viability of JAK2V617F-dependent Ba/F3 cells, primary screen, JAK2V617F inhibitor project, cell-based, Ba/F3 EpoR-JAK2V617F, luminescence; inhibition, % at 5.6 µM; ATP luminescence; 220,000 compounds, 1.1% hits;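 active means inhibition above the campaign mean plus 3 SD over all tested compounds, cut at about 24% in these data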;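 further: cytokine-independent growth of Ba/F3 cells driven by EpoR plus mutant JAK2; 0% = DMSO-treated cells and 100% = JAK inhibitor I control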
S1P4 ag – S1P4 receptor agonists, primary screen, cell-based. Sphingosine 1-phosphate receptor 4 (Homo sapiens), O95977. S1P4-expressing cell line, agonist reporter assay. activation, % at 4.98 µM. 220,000 compounds, 0.35% hits; in the data active means activation above about 11%;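 further: 0% = DMSO vehicle and 100% = reference agonist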
BaF3 tox – parental Ba/F3 cell viability inhibition, counter-screen for JAK2V617F inhibitor project, murine pro-B, CellTiter-Glo luminescence; inhibition, % at 5.6 µM; CellTiter-Glo ATP luminescence; 220,000 compounds, 1.1% hits;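 active means inhibition above a per-campaign cutoff, the mean inhibition of all tested compounds plus 3 SD, cut at about 27% in these data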;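 further: 0% = DMSO wells and 100% = JAK Inhibitor I control wells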
m-calpain inh – inhibitors of pig calpain II, primary screen, biochemical, fluorogenic peptide substrate, 1536-well; purified calpain II, 30 min; inhibition, % at 16 µM; 220,000 compounds, 0.37% hits;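 active means inhibition above about 50%, limit read from the data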
S1P4 antagonist – S1P4 receptor antagonists, primary screen, cell-based; Sphingosine 1-phosphate receptor 4 (Homo sapiens), O95977; S1P4-expressing cells, antagonist mode, reporter read-out; inhibition, % at 4.98 µM; 220,000 compounds, 0.26% hits; AID 1510, 2009; in the data active means inhibition above about 29%;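 further: 0% = wells stimulated with agonist and 100% = vehicle wells without agonist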
EP2 modulator – EP2 receptor modulators, cAMP readout, primary screen, cell-based, HTRF cAMP, PGE2 stimulation | 260,000 compounds, 0.83% hits | induction, % at 25 µM | EP2-expressing cells, cAMP HTRF FRET, PGE2 co-stimulation | AID 940, 2007;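 active means compounds whose cAMP rise, as percent of the full-agonist control response, exceeds 60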;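 further: rat C6 glioma line stably carrying human EP2 under a CMV promoter; the protocol text gives 20 µM as final concentration; 100% = response of wells given 1 µM PGE2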
Target sequence (P43116 whole entry, looked up): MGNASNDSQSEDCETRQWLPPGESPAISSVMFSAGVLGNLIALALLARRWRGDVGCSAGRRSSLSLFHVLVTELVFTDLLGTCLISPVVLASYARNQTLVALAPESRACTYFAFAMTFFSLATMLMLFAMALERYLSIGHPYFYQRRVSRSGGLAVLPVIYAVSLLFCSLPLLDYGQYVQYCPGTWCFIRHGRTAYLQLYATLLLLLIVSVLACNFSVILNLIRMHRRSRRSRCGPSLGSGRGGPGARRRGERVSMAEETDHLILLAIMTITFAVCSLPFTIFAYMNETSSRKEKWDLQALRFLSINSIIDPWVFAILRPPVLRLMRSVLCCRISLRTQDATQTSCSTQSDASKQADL
zfTRPN1 agonist – zebrafish TRPN1 channel agonists, primary screen, cell-based, HEK293, calcium fluorescence; transient receptor potential cation channel N1 (TRPN1/NompC), Danio rerio; HEK293 zebrafish TRPN1-YFP, Fluo-8 calcium fluorescence; 100% = response to 87 µM carbachol; activation, % at 3 µM; 220,000 compounds, 0.18% hits; AID 1424, 2008;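 active means activation above its plate's cutoff, the mean activation of test wells on that plate plus 3 SD, cut at about 19% in these data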;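 further: 0% = DMSO alone and 100% = 87 µM carbachol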
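Control set: carbachol 87 µM as high control, DMSO as low control; system: HEK293 stable line with zebrafish TRPN1-YFP; read-out: % activation versus carbachol response; detection: intracellular calcium fluorescence with Fluo-8; doses: single test compound dose, 3 µM nominal, 0.3% DMSO; schedule: dye 1 h 37 °C plus 30 min RT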
* = called active by the depositor; i = inactive; nt = not tested or not shown.

smiles	PERK inhibitor	TRPML3 ag	Ba/F3 V617F tox	S1P4 ag	BaF3 tox	m-calpain inh	S1P4 antagonist	EP2 modulator	zfTRPN1 agonist
CCOC(=O)CSc1nnc(CNC(=O)c2ccccc2OC)n1-c1ccc(OC)cc1	0.6	0.3	-5.2	1.3	-0.5	8.3	-17.7	-0.7	1.6
O=C(Nc1ccnc(-c2ccncc2)n1)c1ccc(F)cc1	0.8	1.4	3.9	-0.1	7.0	13.8	-28.6	-57.7	-0.8
O=C(Cn1cnc2sc(-c3ccccc3)cc2c1=O)N1CCOCC1	0.5	0.9	-0.1	2.4	3.6	-6.8	-9.9	-27.9	0.5
COc1ccc(-c2ccc(C#N)c(SCC(=O)Nc3sc4c(c3C#N)CCC4)n2)cc1	-0.1	1.8	1.0	-1.3	4.1	-118.1	5.8	7.8	1.1
Fc1ccc(NCc2nnc(SCc3nnc(-c4ccccc4)o3)n2Cc2ccccc2)cc1	-0.5	0.1	0.2	-1.4	3.4	-15.2	-9.9	-6.9	-0.1
Cc1ccc(S(=O)(=O)n2nccc2-c2c(-c3ccccc3)noc2C)cc1	-0.9	119.6*	-1.5	0.6	-0.9	11.9	11.0	-17.4	1.2
Cc1ccc(-n2c(C)cc3c2CCCC3=O)cc1	0.6	-0.2	2.0	-2.1	6.8	-1.1	-27.1	13.4	-0.8
c1cc2c(cc1-c1csc(NNC3=NCCCCC3)n1)OCCO2	-0.3	0.8	-1.8	2.1	7.2	-15.1	-4.5	-17.6	3.0
O=S(=O)(c1cccs1)n1nnc2ccccc21	0.4	1.0	0.3	0.9	3.9	29.4	-15.2	-13.8	-0.2
O=C(O)c1ncc(-c2ccccc2)cn1	0.8	1.2	-4.5	0.8	5.0	-2.8	-23.9	4.2	0.4
COc1ccc(O)c(C2=Nc3ccccc3N=C(c3cccs3)C2)c1	0.3	0.3	-1.4	1.5	1.3	3.7	-22.5	45.7	-0.7
COc1ccc(NC(=O)N2CCC(c3nc(-c4cccs4)no3)CC2)cc1	-0.6	1.1	2.5	-1.3	7.5	-9.5	-49.1	-15.9	2.4
CCCCOC(=O)c1cc(-c2ccc(/C=N/n3cnnc3)o2)ccc1Cl	-1.2	0.3	-5.9	-0.6	0.8	nt	-20.4	nt	-0.9
O=C(NC1CCCc2ccccc21)c1ccccc1 (centres undefined)	0.1	0.5	0.8	3.7	5.8	29.2	2.1	-3.9	-1.3
C=CCNC(=S)N/N=C(\C)c1cccc(NC(C)=O)c1	0.8	0.6	-1.1	1.7	3.8	4.8	-8.7	-1.3	1.0
O=C1CCC(C(=O)N(Cc2ccco2)C2(C(=O)NC3CCCC3)CCCCC2)N1 (centres undefined)	-0.1	1.4	-3.5	2.3	-0.9	-29.4	-0.6	9.2	-1.4
CC(C)C(=O)OCCN=C1NS(=O)(=O)c2ccccc21	-0.1	-0.5	-2.7	2.8	-0.1	12.2	-10.4	16.4	-0.2
Cc1cc([N+](=O)[O-])nn1CC(=O)N1c2ccccc2CC1C (centres undefined)	0.6	0.4	-2.2	0.1	5.6	-10.9	-14.1	1.4	-0.4
Cc1cccc2nc(CSc3nc4ccccc4[nH]3)cn12	0.5	-0.5	-2.6	-1.0	-2.3	-0.4	-16.6	-27.8	-0.5
Cc1ccc(/C=N/NC(=O)CN2CCN(Cc3ccccc3)CC2)s1	-0.4	0.3	0.9	1.1	0.7	28.6	-16.3	-10.3	-0.1
Cc1ccc(C)c(-n2nnnc2SCC(=O)Nc2c(C)n(C)n(-c3ccccc3)c2=O)c1	0.8	0.5	-1.3	3.5	5.9	-6.0	-12.0	13.2	-0.3
CCOC(=O)c1ccc(Nc2nnc(C)c3ccccc23)cc1	-2.2	-0.7	-1.1	0.3	1.5	-5.7	6.0	12.2	1.3
CCOc1cc(S(=O)(=O)NCCN2CCOCC2)c(C)cc1C	0.1	0.5	-2.1	-1.8	2.2	16.3	-15.8	-14.9	-1.7
c1ccc(CN=C2NN=C(c3ccccc3)CS2)cc1	0.2	0.6	-0.9	1.9	7.9	-37.1	-0.1	14.3	-0.2
c1ccc(CCc2nn3c(C4COc5ccccc5O4)nnc3s2)cc1 (centres undefined)	0.4	1.4	-2.3	2.6	0.6	4.3	-1.1	3.6	-1.6
O=C(CN1C(=O)CSc2ccccc21)N1CCc2ccccc21	-1.3	1.0	2.8	1.8	3.3	11.3	-13.8	13.4	2.2
COC(=O)c1nnn(CC(=O)NC(=O)Nc2c(C)cccc2C)c1C(=O)OC	1.2	2.1	-2.2	1.2	1.4	3.4	-10.4	23.9	1.7
Cc1noc(C)c1C(=O)Nc1ccccn1	2.7	1.5	-0.9	0.8	1.1	-14.8	-21.5	16.1	1.7
CC(=O)N1N=C(c2c(-c3ccccc3)c3cc(C)ccc3[nH]c2=O)CC1c1ccco1 (centres undefined)	-0.6	0.3	4.2	-0.1	4.4	-71.0	-1.5	44.4	-0.2
CCOC(=O)c1c(/N=C/C2=C(O)CC(C)(C)CC2=O)sc2c1CCCC2	0.7	-0.3	-3.1	0.2	0.0	-1.0	2.6	30.9	-0.7
O=C(CCN1CCN(c2ccc(F)cc2)CC1)Nc1ccccc1F	0.0	-1.0	-3.1	2.0	-1.3	8.3	-0.9	-3.7	-0.6
O=C1Nc2ccc(S(=O)(=O)NCC3CCCO3)c3cccc1c23 (centres undefined)	0.0	1.1	-0.1	2.0	1.7	i	0.0	-6.7	1.7
Oc1cc2ccccc2cc1-c1nnc2n1-c1ccccc1SC2	-0.5	0.0	3.6	-3.2	3.9	5.0	-8.2	15.8	-0.8
COc1cccc(/C=N/Nc2nccnc2Cl)c1O	0.9	0.4	94.8*	-2.6	94.5*	8.4	10.3	-90.0	-1.3
CCOc1ccc(NC(=O)c2c[nH]n3c(=O)cc(C4CCN(C(=O)OC(C)(C)C)CC4)nc23)cc1	2.0	0.3	-4.1	1.4	-1.0	3.0	5.3	30.5	1.6
O=C(COC(=O)c1cccs1)c1ccc2ccccc2c1	1.1	0.0	-1.9	-1.9	4.4	-21.0	-3.0	32.1	-0.9
CC(C)C(=O)Nc1cccc(-c2cn3ccccc3n2)c1	-1.0	-0.1	1.0	-0.7	9.2	-31.0	-6.7	-41.7	0.1
Fc1ccc(Cn2nnnc2C(c2ccc(Cl)cc2)N2CCSCC2)cc1 (centres undefined)	0.1	1.5	-0.7	1.6	0.3	3.3	-3.1	34.9	0.7
c1ccc(-c2csc3ncnc(-n4cnc5ccccc54)c23)cc1	0.0	-0.4	0.6	2.9	-5.6	-189.2	-0.9	30.4	0.5
Cc1ccc(/C=N\NC(=O)COc2ccc(C)cc2[N+](=O)[O-])cc1	0.6	-0.2	-1.0	-0.5	6.3	2.1	-1.2	-12.8	-1.0
CCc1ccc2c(c1)CCCN2C(=O)c1ccccc1C(=O)O	0.9	0.6	-6.1	0.3	5.5	-2.3	-5.5	-0.6	1.6
O=C(COc1cccnc1[N+](=O)[O-])c1ccc(Cl)s1	0.5	-0.5	0.2	1.2	-4.4	3.8	1.0	-21.4	-0.4
CC12C(=O)N(c3cccc4cccnc34)C(=O)C1C1C=CC2C1 (centres undefined)	1.8	0.1	-3.5	-1.4	-0.1	-13.7	-17.5	-14.9	-0.6
Cc1cc(C)nc(N/N=C/C2=C(N3CCOCC3)C(=C/c3ccccc3)/CC2)n1	-0.7	0.5	-2.1	-0.2	2.8	-4.8	3.3	28.9	1.3
CNC(=O)N(c1ccccc1)c1ccccc1	2.0	0.0	-2.7	-0.8	5.1	4.0	5.0	14.6	1.8
CC(Oc1ccc(Cl)cc1Cl)C(=O)Nc1ccc2oc(-c3ccncc3)nc2c1 (centres undefined)	1.2	0.4	-0.6	-0.4	1.9	-161.4	5.4	-44.7	-1.4
O=C(Cn1cnc2sc(-c3ccccc3)cc2c1=O)NCc1ccco1	-0.2	0.8	-1.8	2.3	2.9	-113.6	-22.6	-11.4	-0.2
COc1cc(CNCCN2CCOCC2)ccc1OCc1ccccc1Cl	-0.9	0.4	5.4	-0.9	3.9	6.2	17.6	-6.2	1.2
COC(=O)c1cccc(NC(=O)COc2cccc([N+](=O)[O-])c2)c1	-0.2	1.9	0.1	-0.1	9.8	-3.4	-8.4	-42.6	1.1
CC1(C)C(c2cccs2)=[N+]([O-])C2(CCCCC2=O)N1O (centres undefined)	0.9	0.8	-1.3	3.2	4.4	-14.9	-6.5	20.5	0.0

Some of these compounds in order of count of non-hydrogen atoms, falling:
smiles	PERK inhibitor	TRPML3 ag	Ba/F3 V617F tox	S1P4 ag	BaF3 tox	m-calpain inh	S1P4 antagonist	EP2 modulator	zfTRPN1 agonist
CCOc1ccc(NC(=O)c2c[nH]n3c(=O)cc(C4CCN(C(=O)OC(C)(C)C)CC4)nc23)cc1	2.0	0.3	-4.1	1.4	-1.0	3.0	5.3	30.5	1.6
c1ccc(-c2csc3ncnc(-n4cnc5ccccc54)c23)cc1	0.0	-0.4	0.6	2.9	-5.6	-189.2	-0.9	30.4	0.5
CNC(=O)N(c1ccccc1)c1ccccc1	2.0	0.0	-2.7	-0.8	5.1	4.0	5.0	14.6	1.8

(list continues)
smiles	PERK inhibitor	TRPML3 ag	Ba/F3 V617F tox	S1P4 ag	BaF3 tox	m-calpain inh	S1P4 antagonist	EP2 modulator	zfTRPN1 agonist
CS(=O)(=O)N(CC(=O)N1CCN(c2ccccc2F)CC1)c1cccc(C(F)(F)F)c1	-0.1	1.6	0.1	1.6	2.9	32.4	-4.4	10.9	2.0
CC(=O)c1c(C)c2c(n1CCN(C)C)CCCC2	-0.8	0.9	3.7	-2.2	3.8	-24.9	0.2	-3.2	1.5
Cc1onc(-c2c(F)cccc2Cl)c1C(=O)NNC(=O)C1CCN(Cc2ccccc2)CC1	1.1	-0.6	4.1	-1.4	6.4	1.2	15.0	-8.0	1.4
CC(C)NC(=O)C(=O)NCCN1CCN(C(=O)c2ccc(C(C)(C)C)cc2)CC1	-0.3	0.6	2.0	2.1	5.8	2.0	-4.3	8.7	1.7
N#CCSc1nc2ccccc2c(=O)n1CCCC(=O)NCC1CCCO1 (centres undefined)	1.0	0.4	-0.7	0.7	6.4	-16.2	-9.9	21.1	0.9
COc1ccc(NC(=O)Nc2nnc(CC(=O)NCc3ccccc3)s2)cc1	0.2	-0.4	1.9	-0.9	10.2	15.8	0.3	-49.9	-0.5
COc1ccc2[nH]c(C(=O)Nc3ccc(F)cc3Br)cc2c1	1.2	0.6	0.5	-0.8	-6.2	-23.1	-4.7	-1.8	-1.0
O=C1NC(c2ccc(Br)cc2)=N/C1=C/c1ccco1	1.0	1.1	-2.6	-0.8	4.0	21.3	-9.1	-2.7	1.7
CC(NC(=O)NC1CCCCC1)c1ccccc1 (centres undefined)	1.0	0.6	-3.3	1.4	2.6	9.4	-14.9	9.2	-0.1

No enrichment for hits; any-hit rate near 3.6%.
